# Screening data deposited in PubChem BioAssay by Broad Institute.
# esBAF inh: blocks esBAF chromatin remodeling in mouse ES cells; 2% of 350,000 active; Bmi1-luciferase knock-in reporter, 24 h; 100% = twice the neutral-well signal; reporter increase, % at 12.5 µM; in the data active = activation above about 40%; inconclusive = no clear call, values can overlap the other calls;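 also: 0% = median of the plate's neutral control wells and 100% = double that signal; a rise in the Bmi1 reporter signal indicates esBAF inhibition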
# ARNT TACC3 PPI: disruptors of human ARNT/TACC3 interaction | AlphaScreen His-ARNT PAS-B/GST-TACC3 binding, luminescence; TACC3 fragment carries E629A point mutation | 0.66% of 390,000 active | AID 623870 | Q9Y6A5 | inhibition, % at 9.99 µM;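 active = mean inhibition of replicates at least 50% and at least half of replicates each reaching 50%; inconclusive = half or more replicates reach 50% but mean below 50%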;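 also: 0% = complete ARNT plus TACC3 wells and 100% = ARNT alone without TACC3; many hits fall short of the cut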
# RAD54 branch: blocks human RAD54 Holliday junction branch migration; FAM/BHQ fluorescence; inhibition, % at 10.4 µM; 0.14% of 360,000 active;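 active = mean normalized replicate activity at least 40 and at least half of replicates scoring 40 or more; inconclusive = only one of the two criteria met; inactive = mean below 40 and under half of replicates reaching 40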;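 also: 0% = median of neutral control wells and 100% = median of positive control wells; inhibitors cause a drop in the FAM fluorescence signal; in these data hits start at about 50%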
# CASP6 VEID inh: inhibitors of human caspase-6. inhibition, % at 12.5 µM. AID 686996. purified caspase-6, Z-VEID-R110 cleavage fluorescence. 0.53% of 350,000 active;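 active = mean inhibition across replicates at least about 35%, with every replicate also reaching that limit, limit read from the data; inconclusive = only one of the two criteria met; inactive = neither criterion met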;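 also: 0% = median of neutral control wells and 100% = no fluorescence left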
# Target sequence (P55212 24-179 limits assumed): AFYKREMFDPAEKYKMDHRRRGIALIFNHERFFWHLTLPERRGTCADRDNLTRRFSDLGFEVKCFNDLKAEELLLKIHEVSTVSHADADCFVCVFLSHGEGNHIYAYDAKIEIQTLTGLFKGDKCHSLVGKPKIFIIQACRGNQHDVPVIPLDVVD
# Target sequence (P55212 194-293 limits assumed): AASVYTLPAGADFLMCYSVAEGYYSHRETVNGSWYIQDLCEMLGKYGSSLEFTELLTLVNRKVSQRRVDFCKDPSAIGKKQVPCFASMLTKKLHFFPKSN
# PglD DTNB: inhibitors of Campylobacter jejuni PglD acetyltransferase; purified PglD enzyme, DTNB colorimetric CoA detection; inhibition, % at 12.5 µM; 0.098% of 360,000 active; in the data active = inhibition above about 16%, passing the limit was not always enough; inconclusive = no clear call, values can overlap the other calls; also: strong numbers were not always called active
# RAD52 anneal inh: blocks human RAD52 DNA annealing. P43351. recombinant RAD52 DNA annealing, FRET fluorescence. inhibition, % at 18.7 µM. 0.46% of 360,000 active;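 active = every replicate showing at least 50% inhibition; inconclusive = mean inhibition at least 50% but not in every replicate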
# Target sequence (P43351 whole entry, looked up): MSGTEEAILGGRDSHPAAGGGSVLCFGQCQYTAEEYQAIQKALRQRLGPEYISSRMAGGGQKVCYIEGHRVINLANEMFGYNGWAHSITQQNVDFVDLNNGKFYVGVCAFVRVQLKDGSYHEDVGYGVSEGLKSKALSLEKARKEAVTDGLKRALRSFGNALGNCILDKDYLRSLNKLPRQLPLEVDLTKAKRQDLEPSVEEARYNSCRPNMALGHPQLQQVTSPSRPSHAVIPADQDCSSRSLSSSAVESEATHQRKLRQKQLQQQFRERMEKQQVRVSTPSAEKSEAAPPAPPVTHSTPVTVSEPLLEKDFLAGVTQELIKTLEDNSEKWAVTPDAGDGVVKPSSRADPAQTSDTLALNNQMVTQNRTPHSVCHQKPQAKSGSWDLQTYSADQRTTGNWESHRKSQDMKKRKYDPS
# ERp5 block: inhibitors of human ERp5; Q15084; ERp5 insulin aggregation, absorbance 650 nm, 90 min; inhibition, % at 9.99 µM; 0.05% of 350,000 active; AID 651711;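 active = mean replicate inhibition above about 25%, with every replicate also reaching it, limit read from the data, passing the limit was not always enough; inconclusive = only one of those two criteria met; inactive = neither criterion met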
# E-sel inducer: E-selectin induction on HUVECs | HUVEC E-selectin immunofluorescence imaging; normalized: neutral wells 0, TNF-alpha wells 100 | activation, % at 7.58 µM | 0.37% of 260,000 active;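 active = mean E-selectin-positive cell signal at least 10% of the positive control, reached in at least 60% of replicates, without over 20% cell loss; inconclusive = no rule given, readout overlaps actives, possibly toxicity-flagged; inactive = the rest, including those meeting only one limit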;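 also: in these data hits start at about 27%; measured in HUVEC primary endothelial cells; signal is the percent of cells scored E-selectin positive by PE staining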
#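 System: HUVEC / Compound: single concentration / Signal: immunofluorescence imaging / Read-out: percent E-selectin-positive cells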
# * hit, by the source's call; ? = inconclusive; · = not tested or not shown; & = joins results of further samples. Not a hit list, and some 3.2% of all compounds hit somewhere here.
SMILES,esBAF inh,ARNT TACC3 PPI,RAD54 branch,CASP6 VEID inh,PglD DTNB,RAD52 anneal inh,ERp5 block,E-sel inducer
c1csc(-c2ccc3ccccc3n2)c1,43*,-5,1,·,2,·,·,·
Cc1noc(C)c1NC(=O)N(C)C[C@H]1OCCCC[C@@H](C)Oc2ccc(NC(=O)Nc3cccc4ccccc34)cc2C(=O)N([C@@H](C)CO)C[C@H]1C,-9,-11,-1,·,-5,·,·,0.2
COC(=O)CCSCC(=O)Nc1cc(C)on1,-8,-4,3,·,-2,·,·,·
CCCC(c1nnnn1Cc1ccc(F)cc1)N1CCN(CC)CC1 (stereo not given),·,-4,·,-7,·,-2,-1,-0.5
O=C(CN1CCN(S(=O)(=O)c2ccc(F)c(Cl)c2)CC1)N1CCc2ccccc2C1,-3,-4,-10,-3,-6,-42,-3,0.7
O=C(N=C1SC2CS(=O)(=O)CC2N1c1c(Cl)cccc1Cl)C1CC1 (stereo not given),-3,1,-7,-3,·,-5,-14,·
Cc1cccc(-n2nnnc2SCC(=O)c2cc(C)n(CC3CCCO3)c2C)c1 (stereo not given),19,-5,4,·,7,·,·,·
CCOC(=O)c1c(C)nc(-c2ccccc2)nc1NC(C)=O,27,-8,-5,·,-2,·,·,·
Cc1cc(C)nc(Oc2ccc([N+](=O)[O-])cc2)n1,·,-2,·,0,·,7,0,-1.5
CCN1CCSc2ccc(C(=O)NCc3cccc(Br)c3)cc21,-4,0,-4,1,3,-2,-6,·
CC(C)c1ccc(NC(=O)CSc2nc(=O)[nH]c3c2CCCC3)cc1,2,-6,-4,0,-2,-6,15,-0.4
O=S(=O)(O)c1nc2ccccc2n1Cc1ccc(Cl)cc1Cl,5,2,-4,·,0,·,·,·
COc1cccc(NC(=O)C2CCCN2C(=O)Nc2ccccc2)c1 (stereo not given),-3,-6,-8,·,-2,-8,2,·
CC(Oc1cccc2cccnc12)C(=O)N/N=C/c1ccc2c(c1)OCO2 (stereo not given),8,·,-13,2,0,-19,-5,0.1
Cc1ccccc1OCC(=O)Nc1ccc2c(c1)C(=O)N(CCC(=O)O)C2=O,-5,-4,-12,-4,0,-4,1,-0.7
CC1(C(=O)NS(=O)(=O)C2CC2)CCCN(C(=O)c2cccnc2Oc2ccccc2)C1 (stereo not given),-1,·,-8,·,-3,-10,7,?
O=C1C(CN2CCCC2)CCCC1CN1CCCC1 (stereo not given),·,0,·,-94,·,-2,-2,-0.2
CC(CN1CCCCC1)OC(=O)c1ccc2c(c1)OCCO2 (stereo not given),12,-3,-3,-7,-1,-12,2,0.0
Cc1ccc(C)c(CNS(=O)(=O)c2ccc3c(c2)C(C)(C)C(=O)N3C)c1,8,-3,-3,-4,1,-4,-1,·
COCC(=O)N(C)C[C@H]1Oc2ncc(-c3ccc(F)cc3)cc2C(=O)N([C@H](C)CO)C[C@H]1C,-2,1,-17,0,0,-5,3,0.0
COC(=O)c1cc(NC(=O)CC2C(=O)NCCN2C(=O)c2ccccc2)cc(C(=O)OC)c1 (stereo not given),-13,8,-13,·,4,·,·,·
Nc1[nH]ncc1C(=O)Nc1cccc(C(F)(F)F)c1,6,-1,-9,·,0,·,·,·
Cc1ccc(NCN2C(=O)c3ccccc3C2=O)c(C)c1,-1,5,1,·,0,·,·,·
O=C(C1Cc2ccccc2CN1S(=O)(=O)c1ccccc1[N+](=O)[O-])N1CCOCC1 (stereo not given),1,6,-9,-1,0,9,13,-3.8
COc1cccc(OCC(O)CNC(=O)c2oc3ccc(C)cc3c2C)c1 (stereo not given),1,17,-15,-2,2,-3,1,0.0
C=CCNc1nc(C(=O)OCC(=O)Nc2ccccc2C(F)(F)F)cs1,7,·,-5,-2,-1,-12,-7,·
CCOC(=O)c1c(NC(=O)CSc2nnc(C)c(=O)[nH]2)sc(C)c1-c1ccc(C)cc1,-9,-12,·,1,·,-9,3,2.1
O=C(NNC(=O)c1cc2cc3ccccc3nc2s1)c1cccc(C(F)(F)F)c1,-4,0,5,·,3,·,·,·
CC(=O)Nc1ccc(S(=O)(=O)NCc2cn3ccsc3n2)cc1,-1,6,2,3,-1,-13,3,·
CCOCCc1c(O)nc(SCC(=O)N2CCOCC2)[nH]c1=O,9,-3,2,5,-1,-3,-2,·
CC(=O)O[C@@H]1[C@H]2[C@@H](C[C@@H](C)[C@@H]3CCC(=O)[C@@]13C)OC(=O)[C@@H]2C,0,-7,-1,-2,4,-8,6,0.8
CN(CC(=O)Nc1ccc(Cl)cc1)C(=O)C1=COCCO1,·,-9,5,-1,5,-7,3,4.8
COc1ccc(S(=O)(=O)N(C)C[C@H]2Oc3ccc(NC(=O)C4CCCCC4)cc3C(=O)N([C@H](C)CO)C[C@@H]2C)cc1,3&-1,-7&-1,-5&-7,-3&0,-4&4,-2&-8,22&0,0.2&0.0
O=C(C(=Cc1ccccc1)CN1CCCCC1)c1ccccc1,·,-3,·,-1,·,-9,-1,-0.5
O=C(COC(=O)CCc1c[nH]c2ccccc12)Nc1cc([N+](=O)[O-])ccc1Cl,·,1,5,-1,-1,3,4,0.2
O=C(Cn1nc(-c2ccc(F)cc2)ccc1=O)Nc1ccc2c(c1)OCCO2,6,-2,4,4,5,-11,0,·
CCn1c(=O)c2ccccc2n(Cc2cccc(C)c2)c1=O,2,29,-14,-2,2,-3,22,·
Cc1ccc(NC(=O)COc2coc(CN3c4ccccc4CC3C)cc2=O)c(C)c1 (stereo not given),2,3,-2,4,2,-14,-5,0.6
Cc1noc(C)c1NC(=O)N(C)C[C@H]1Oc2ccc(NC(=O)C3CCCCC3)cc2C(=O)N([C@H](C)CO)C[C@@H]1C,2&-3,-10&-3,3&-3,1&3,-2&-2,-9&-24,-3&-1,-0.2&0.7
CN(Cc1ccc(Cl)cc1)C(=O)c1ccccc1SCC(=O)N1CCCC1,-1,-4,4,2,5,4,0,2.3
CC(C)NC(=O)N1[C@@H](CO)[C@@H](c2ccccc2)C12CN(Cc1ccc(F)cc1)C2,·,·,·,0,·,2,5,-0.1
Cc1nn(C)cc1NC(=O)C[C@H]1CC[C@@H]2[C@H](COc3ccc(NC(=O)C(C)C)cc3C(=O)N2C)O1,1,-17,-12,·,0,·,·,0.0
COC(=O)CSc1ccc(-c2nc3ccc(C)cc3[nH]2)cn1,-4,2,-1,·,-4,·,·,·
COc1cccc(N2CCN(C(=O)c3ccc(CS(=O)c4ccc(C)cc4)o3)CC2)c1 (stereo not given),-3,-22,-3,-1,-7,-10,·,·
CCCCN(C(=O)C(CCSC)N1C(=O)c2ccccc2C1=O)c1c(N)n(CCC)c(=O)[nH]c1=O (stereo not given),-7,-9,-1,1,-1,-7,5,1.0
Cc1csc(CNc2ncnc3ccc(-c4ccccc4Cl)cc23)c1,-7,2,9,-2,2,-11,0,0.1
Cc1ccccc1NC(=O)C(C)OC(=O)C1CC(=O)N(Cc2ccco2)C1 (stereo not given),-8,2,-5,55*,2,-12,-1,·
Cc1ccnc(NC(=O)CCC(=O)N(CC(=O)NCCc2ccccc2)c2ccccc2F)c1,-1,-3,2,2,-3,-18,1,-0.2
CC(Oc1cc2oc(=O)c3c(c2cc1Cl)CCC3)C(=O)NCC1CCC(C(=O)O)CC1 (stereo not given),-3,-22,4,0,-5,6,-5,·
CCc1cccc(C)c1NC(=S)NCc1ccc2[nH]c(C)cc2c1,9,·,-10,-4,4,-8,-1,·
COc1ccc(C(=O)Oc2ccc3c(c2)OCO3)cc1OC,24,-3,-5,·,-1,·,·,·
CC1(c2ccc(OC(F)F)cc2)NC(=O)N(CC(=O)Nc2cccnc2Cl)C1=O (stereo not given),·,1,-20,-43,-1,5,-6,-2.0
O=C(NCC[C@H]1CC[C@@H](NS(=O)(=O)c2ccccc2F)[C@@H](CO)O1)c1ccc(F)cc1,1,-15,-4,1,-1,10,-5,-0.1
Cc1ccc(-c2ccc([C@@H]3[C@H]4CN(C(=O)c5cccnc5)CC(=O)N4[C@H]3CO)cc2)cc1,·,·,·,1,·,6,-4,-0.4
COc1ccc(N(CCC(=O)O)S(=O)(=O)c2ccc(C)cc2C)cc1,·,0,·,2,·,-16,0,0.8
C[C@@H]1CN([C@@H](C)CO)C(=O)c2cc(NC(=O)NC3CCCCC3)ccc2O[C@@H]1CN(C)Cc1ccc(-c2ccccc2)cc1,2,16,3,2,-42,34,6,-1.5
CC1CN(C(=O)CCC(=O)N2CCOCC2)c2ccccc2O1 (stereo not given),0,-6,-11,-2,-7,-5,5,·
Cc1ccc(C(=O)NC(=S)Nc2ccccc2N2CCOCC2)cc1C,-5,0,0,·,0,·,·,·
O=C(NN1C(=O)c2cc(Br)ccc2NC1c1ccccc1Cl)c1ccncc1 (stereo not given),·,-7,·,-1,·,-11,0,-0.6
CC(C)CN(C)C(=O)CC1C(=O)NCCN1C (stereo not given),0,-12,-5,·,-4,·,·,·
# (next part)
SMILES,esBAF inh,ARNT TACC3 PPI,RAD54 branch,CASP6 VEID inh,PglD DTNB,RAD52 anneal inh,ERp5 block,E-sel inducer
C[C@@H]1CN([C@H](C)CO)C(=O)c2cc(NC(=O)Cc3cn(C)c4ccccc34)ccc2O[C@H]1CN(C)Cc1ccc(C(F)(F)F)cc1,-2,-5,3,0,-1,0,-1,·
COc1cccc(-c2nn(-c3ccccc3)cc2C(=O)O)c1,-10,-1,-6,·,-2,·,·,·
CC(C)C#Cc1ccc([C@H]2[C@@H](CO)N3CCCCN(C(=O)Nc4ccccc4)C[C@H]23)cc1,·,4,-2,-3,1,30,-5,-0.6
CCN(C#N)c1nc(NC(C)C)nc(NC(C)(C)C)n1,·,-41,·,-1,·,-9,-3,-0.2
COc1cccc(CCc2nnc(CCC(=O)N3CCN(Cc4ccccn4)CC3)o2)c1,·,4,·,-1,·,-13,3,·

# Some entries already given with just ARNT TACC3 PPI, PglD DTNB and RAD52 anneal inh:
molecule,ARNT TACC3 PPI,PglD DTNB,RAD52 anneal inh
C[C@@H]1CN([C@H](C)CO)C(=O)c2cc(NC(=O)Cc3cn(C)c4ccccc34)ccc2O[C@H]1CN(C)Cc1ccc(C(F)(F)F)cc1,-5,-1,0
COc1cccc(-c2nn(-c3ccccc3)cc2C(=O)O)c1,-1,-2,·

# Structures listed so far that contain a COOH group, in the order listed:
SMILES,esBAF inh,ARNT TACC3 PPI,RAD54 branch,CASP6 VEID inh,PglD DTNB,RAD52 anneal inh,ERp5 block,E-sel inducer
Cc1ccccc1OCC(=O)Nc1ccc2c(c1)C(=O)N(CCC(=O)O)C2=O,-5,-4,-12,-4,0,-4,1,-0.7
CC(Oc1cc2oc(=O)c3c(c2cc1Cl)CCC3)C(=O)NCC1CCC(C(=O)O)CC1 (stereo not given),-3,-22,4,0,-5,6,-5,·
COc1ccc(N(CCC(=O)O)S(=O)(=O)c2ccc(C)cc2C)cc1,·,0,·,2,·,-16,0,0.8
COc1cccc(-c2nn(-c3ccccc3)cc2C(=O)O)c1,-10,-1,-6,·,-2,·,·,·

# An excerpt of these results, with two lines to a compound.
# Fields – esBAF inh | ARNT TACC3 PPI | RAD54 branch | CASP6 VEID inh | PglD DTNB | RAD52 anneal inh | ERp5 block | E-sel inducer
CCCC(c1nnnn1Cc1ccc(F)cc1)N1CCN(CC)CC1 (stereo not given)
→ · | -4 | · | -7 | · | -2 | -1 | -0.5
O=C(CN1CCN(S(=O)(=O)c2ccc(F)c(Cl)c2)CC1)N1CCc2ccccc2C1
→ -3 | -4 | -10 | -3 | -6 | -42 | -3 | 0.7
